High-throughput results from PubChem.
Mtb RmlCD inh: M. tuberculosis RmlC/RmlD coupled enzyme inhibitors, primary screen, biochemical, compound mixtures, 384-well, from 1536-well plates; RmlC+RmlD coupled enzyme assay, percent inhibition; primary screen in compound mixtures; inhibition, % at 3.6 µM; hit rate 0.03% among 160,000; AID 1533, 2009; in the data active = inhibition mostly above about 34%, no sharp cut-off; inconclusive = no clear call, values can overlap the other calls; inactive = mostly below about 22%; note: some results filed as inactive read as strong as hits
Target sequence (P9WH09 whole entry, looked up): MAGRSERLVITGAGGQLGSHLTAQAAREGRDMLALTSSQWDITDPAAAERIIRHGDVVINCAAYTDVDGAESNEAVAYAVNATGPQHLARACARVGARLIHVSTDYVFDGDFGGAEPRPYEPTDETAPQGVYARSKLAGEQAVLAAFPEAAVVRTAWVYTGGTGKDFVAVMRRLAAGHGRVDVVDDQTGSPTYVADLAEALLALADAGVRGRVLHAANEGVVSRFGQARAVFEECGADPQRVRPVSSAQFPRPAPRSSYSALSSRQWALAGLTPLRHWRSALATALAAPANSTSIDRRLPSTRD
Target sequence (P9WH11 whole entry, looked up): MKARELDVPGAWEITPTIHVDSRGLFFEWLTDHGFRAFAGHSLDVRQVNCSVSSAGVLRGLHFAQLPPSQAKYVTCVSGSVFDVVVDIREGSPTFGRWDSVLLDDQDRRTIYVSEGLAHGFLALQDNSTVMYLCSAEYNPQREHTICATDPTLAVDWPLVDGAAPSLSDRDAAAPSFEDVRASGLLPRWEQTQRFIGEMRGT
M. tuberculosis GlmU: inhibition of mycobacterial GlmU enzyme – biochemical, glucosamine-1-phosphate acetyltransferase (AID 1376). Bifunctional protein GlmU (Mycobacterium tuberculosis (strain ATCC 25618 / H37Rv)). one-dose inhibition, %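 (tested at 30 µM in the primary screen)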; IC50 in µM for titrated hits. hit rate 0.25% among 220,000. M. tuberculosis GlmU acetyltransferase enzyme assay; higher % means a stronger effect; in the data active = inhibition above about 13%; inconclusive = no clear call, values can overlap the other calls;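 note: 0% = complete reaction with vehicle and 100% = reaction without substrate; strong numbers were not always called active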
The depositor's hits bear a star; u = inconclusive; x = no result given; & = joins results of further samples. Not all compounds are listed; rates above refer to the full screens.

SMILES	Mtb RmlCD inh	M. tuberculosis GlmU
c1ccc2c(c1)CC(N1CCCCC1)c1ccccc1N2 (centres undefined)	x	-2.1%
COc1ccc(C(=O)CC(Nc2ccc([N+](=O)[O-])cc2)c2ccc(OC)cc2)cc1 (centres undefined)	2	5.7%
O=C(CCCOc1ccc(Cl)cc1Cl)NN1CCOCC1	1	6.8%
O=c1oc2ccccc2c(N2CCOCC2)c1[N+](=O)[O-]	x	2.7%
Cc1ccc(S(=O)(=O)NNC(=O)c2cc3cc4ccccc4nc3s2)cc1	x	4.5%
CCOc1ccc(NC(=O)CC2C(=O)N(c3ccc(OC)cc3)C(=S)N2Cc2ccccn2)cc1 (centres undefined)	-9	-1.4%
Cc1cccc(-n2cnc(C(=O)N/N=C/c3ccccc3)c2)n1	0	-1.4%
Cc1cc(OC(C)C)c2c(-c3ccccc3)cc(=O)oc2c1	x	-2.5%
COc1ccc(CCNC2=NCCS2)cc1OC	x	-6.4%
CCC(Sc1ncnc2c1nnn2-c1ccc(F)cc1)C(=O)OC (centres undefined)	-2	3.8%
CC1CCc2c(sc(NC(=O)c3ccccc3C(=O)O)c2C#N)C1 (centres undefined)	6	-0.8%
O=C(COc1ccc(Cl)cc1Cl)N(c1ccccn1)C1CCCCC1	x	1.8%
COc1ccc(NS(=O)(=O)c2cccc(NC(=O)CCS(=O)(=O)c3ccccc3)c2)cc1	x	1.0%
O=C(Nc1ccccc1)N1CCNCC1	10	-0.1%
O=C1c2ccccc2C(Nc2cccc(C(F)(F)F)c2)N1Cc1ccco1 (centres undefined)	20	3.4%
CCOc1cc(NC(=S)NCCCN2CCOCC2)c(OCC)cc1NC(=O)c1cccc(F)c1	0	0.1%
OCc1cc(CO)c(O)c(CCc2ccccc2)n1	x	-0.9%
c1ccc(-c2nnc(N3CCOCC3)nc2-c2ccccc2)cc1	-5	8.4%
Cc1ccc(NC(=S)N2CCOCC2)cc1	9	-5.2%
CCOC(=O)c1sc2nc3n(c(=O)c2c1C)CCCCC3	-11	x
CCCCn1nc2cc(C(=O)N(CC)c3ccc(OC)cc3)ccc2c1OCC	x	0.3%
Cc1nn(C(=O)c2ccc3c(c2)OCO3)c(N)c1-c1ccccc1	8	0.3%
CC(=O)c1ccccc1OC(=O)c1ccco1	-5	4.1%
COc1ccc(Cl)cc1N(C)C(=O)CCNC(=O)Cn1cnc2ccccc2c1=O	u	2.4%
CCN(CC)C(=O)c1ccc(O)c(OC)c1	x	1.8%
CC(=O)Nc1ccc(/C=N/NC(=S)NC(C)C)cc1	-8	4.2%
NC(=O)c1ccc(/C(N)=N/S(=O)(=O)c2cc(C(F)(F)F)cc(C(F)(F)F)c2)cc1	u	2.0%
CC1(C)Oc2ccc3ccc(=O)oc3c2/C(=C/NC2CCCCC2)C1=O	x	6.2%
CC(=O)Oc1ccc(CCC(C)OC(C)=O)cc1 (centres undefined)	13	-3.9%
COc1cccc(CNC(=O)C2CCN(S(=O)(=O)N3CCC4(CC3)OCCO4)CC2)c1	x	1.0%
C/C(=N\NC(=O)c1nonc1N)c1cccs1	7	-6.6%
COc1cc(C)c(N)cc1C(C)C	-3	-3.0%
CCc1cccc(CC)c1NC(=O)Cn1c(-c2ccc(F)cc2)noc1=O	1	-2.7%
C/C(=N\NC(=O)c1nn(C)cc1Br)c1ccncc1	x	-1.8%
Cc1cccc(OCc2nnc(SCC(=O)Nc3sc(C)c(C)c3C#N)n2C)c1	-3	2.1%
Cc1ccnc(NC(=O)CCc2c(C)nc3ncnn3c2C)c1	-4	1.0%
COc1cc(S(=O)(=O)NC2CCCC2)ccc1Cl	x	4.4%
CC1(C)CC(=O)C(CC(=O)N2CCC(Cc3ccccc3)CC2)C(=O)C1	6	-2.5%
COc1cc(/C=C2\SC(=S)N(Nc3ccccc3)C2=O)cc(OC)c1OC	-5	2.1%
CCCCCCSc1nsc(NC(=O)CCC)n1	x	2.0%
O=C(NCCCN1CCOCC1)C(=O)N/N=C/c1c2ccccc2cc2ccccc12	5	7.8%
CC1=CC2=NC(=O)/C(=C\c3cccn3CCOc3cc(C)cc(C)c3)C(=N)N2O1	x	5.4%
Cc1c(N=C2C(=O)Nc3ccccc32)c(=O)n(-c2ccccc2)n1C	4	-7.1%
COCCNS(=O)(=O)c1ccc2c3c(cccc13)C(=O)N2C	x	6.8%
Cc1nn(-c2ccccc2)c(=S)c2ccccc12	7	-0.1%
N/C(Cc1cccs1)=N\OC(=O)COc1ccccc1Cl	14	-2.2%
Cc1ccc(-c2nc(CS(=O)CC(=O)NCCN(CC(C)C)CC(C)C)c(C)o2)cc1 (centres undefined)	-4	1.3%
O=C(O)CCNS(=O)(=O)c1ccccc1Br	-8	6.6%
CCOC(=O)c1[nH]c(C)c(C(=O)NC)c1C	x	0.7%
CC1=CC(C)(C)NC(=S)N1c1ccc2ccccc2c1	-3	5.5%

15 neighbouring compounds already listed:
SMILES	Mtb RmlCD inh	M. tuberculosis GlmU
Cc1ccnc(NC(=O)CCc2c(C)nc3ncnn3c2C)c1	-4	1.0%
COc1cc(S(=O)(=O)NC2CCCC2)ccc1Cl	x	4.4%
CC1(C)CC(=O)C(CC(=O)N2CCC(Cc3ccccc3)CC2)C(=O)C1	6	-2.5%
COc1cc(/C=C2\SC(=S)N(Nc3ccccc3)C2=O)cc(OC)c1OC	-5	2.1%
CCCCCCSc1nsc(NC(=O)CCC)n1	x	2.0%
O=C(NCCCN1CCOCC1)C(=O)N/N=C/c1c2ccccc2cc2ccccc12	5	7.8%
CC1=CC2=NC(=O)/C(=C\c3cccn3CCOc3cc(C)cc(C)c3)C(=N)N2O1	x	5.4%
Cc1c(N=C2C(=O)Nc3ccccc32)c(=O)n(-c2ccccc2)n1C	4	-7.1%
COCCNS(=O)(=O)c1ccc2c3c(cccc13)C(=O)N2C	x	6.8%
Cc1nn(-c2ccccc2)c(=S)c2ccccc12	7	-0.1%
N/C(Cc1cccs1)=N\OC(=O)COc1ccccc1Cl	14	-2.2%
Cc1ccc(-c2nc(CS(=O)CC(=O)NCCN(CC(C)C)CC(C)C)c(C)o2)cc1 (centres undefined)	-4	1.3%
O=C(O)CCNS(=O)(=O)c1ccccc1Br	-8	6.6%
CCOC(=O)c1[nH]c(C)c(C(=O)NC)c1C	x	0.7%
CC1=CC(C)(C)NC(=S)N1c1ccc2ccccc2c1	-3	5.5%

Next section
SMILES	Mtb RmlCD inh	M. tuberculosis GlmU
CCCOc1ccc(CSC(CC(=O)O)C(=O)O)cc1 (centres undefined)	-4	1.1%
COCCCNC(=O)CN1C(=O)/C(=C/c2ccccc2)Sc2ccccc21	3	0.8%
O=C1C2C3C=CC(C3)C2C(=O)N1CCN1CCN(Cc2ccc([N+](=O)[O-])cc2)CC1 (centres undefined)	x	3.8%
COC(=O)CCC(=O)N1CCCC(CO)(Cc2ccccc2C)C1 (centres undefined)	30	7.9%
COc1cc(OC)cc(C(=O)Nc2nc3ccccc3[nH]2)c1	5	-0.4%
CC1=CC(C)(C)N=C(NC#N)N1	11	-5.4%
O=C(Cc1ccccc1Cl)Nc1nc2ccccc2[nH]1	-11	-3.1%
COc1ccc(CC(=O)OCc2cc3ccccc3[nH]c2=O)cc1	x	-3.2%
CCCc1nc(SCC(=O)N2CCC(Cc3ccccc3)CC2)c2c(=O)n(C)c(=O)n(C)c2n1	10	-5.5%&0.3%
CCCN1C2=C(C(=O)CCC2)C(c2ccc(O)c(Br)c2)C2=C1CCCC2=O	10	2.7%
CC(=O)c1ccc(N/N=C2/CCCNC2=O)cc1	3	-3.7%
Cc1nnc(SCC(=O)c2c(N)n(C)c(=O)n(C)c2=O)n1Cc1ccccc1	-6	-6.1%
O=C1NC(c2cccnc2)C(C(=O)c2cccs2)C(O)(C(F)(F)F)N1 (centres undefined)	x	-1.8%
Cc1ccc2[nH]c(=O)c(CNC(C)C)cc2c1	x	2.3%
Cc1cc(O)c(-c2cc(C(=O)Nc3cccnc3)[nH]n2)cc1C	-4	-0.2%
CC(=O)NCC(=O)NC(C(=O)Nc1ccc2c(c1)OCCO2)c1ccc(C)cc1 (centres undefined)	-18	7.4%
Cc1nnc(C)n1/N=C/c1ccc(O)cc1	-2	-1.0%
O=C(CSCc1ccc(Cl)cc1)Nc1ccccc1C(=O)N1CCOCC1	5	0.1%
CC1(C)CC(=O)C2=C(C1)Oc1ncn(CCO)c(=N)c1C2c1ccccc1 (centres undefined)	27	1.7%
CC1=C(C(=O)NCCc2ccc(C)cc2)C2(CCC(C)CC2)OC1=O (centres undefined)	x	1.7%
CCSc1nc(N)c2c(C)c(C)sc2n1	x	-1.7%
N=c1sccn1CC(=O)NC(=O)NC1CCCC1	-7	3.4%
CCOCCCNC(=O)c1c[nH]c2ccc(OCC)cc2c1=O	8	2.4%
CN(C)S(=O)(=O)N(CC(=O)Nc1ccc(F)c(F)c1)c1ccccc1	7	-0.5%
CCCOc1ccc(N2C(=O)CC(N(CCCO)C(=O)CC)C2=O)cc1 (centres undefined)	-11	1.5%
Cc1ccc(C2C3=C(Nc4[nH]n(-c5ccccc5)c(=O)c42)c2ccccc2C3=O)cc1 (centres undefined)	-2	8.7%
Cc1ccc(OC(=S)Nc2ccccc2)c(C)c1	x	4.5%
CC(NC(=O)COC(=O)c1ccco1)c1ccccc1 (centres undefined)	x	0.2%
C/C(=C\C(=O)c1c(O)cc(C)oc1=O)N(C)C	8	x
CC(C)CCc1noc(CN2CCN(CC(=O)NC(C)C)CC2)n1	x	-8.2%
Cc1ccccc1Cn1cnc2ccccc21	-15	-3.1%
O=C(C1CCN(S(=O)(=O)c2ccc(Br)s2)CC1)N1CCc2ccccc21	10	3.8%
COC(=O)C1=C(C)NC2=C(C(=O)CC(C)(C)C2)C1c1ccccn1 (centres undefined)	x	-5.5%
CN(C(=O)CC1C(=O)NCCN1CC1CCCCC1)C1CCOCC1 (centres undefined)	25	2.9%
O=C(c1ccc(Cl)cc1)N(c1ccccn1)C1CCCCC1	5	2.7%
CC(=O)Oc1ccc(C(=O)NCCc2ccccc2)cc1	-12	-7.7%
CN(C(=S)Oc1ccc(C(=O)Nc2ccccc2)cc1)c1ccccc1	x	-3.2%
COc1cc(C(=O)NC(=S)Nc2ccc3oc(=O)ccc3c2)cc(OC)c1OC	-1	7.3%
Cc1cc(Nc2ccc(F)cc2Cl)n2nc(C)nc2n1	25	3.6%
CN(C(N)=S)c1ccccc1	1	-3.2%
Cc1cc(C)nc(Nc2n[nH]c(-c3ccccc3N)n2)n1	11	-0.5%
NC(=O)c1ccc(Oc2ncc(C(F)(F)F)cc2Cl)cc1	7	2.7%
O=C(O)Cn1cc(C(=O)c2ccccc2)c2ccccc21	x	0.2%
O=C(CSC(=S)N1CCN(c2ccccc2)CC1)Nc1nc(-c2ccccc2)c(-c2ccccc2)o1	6	-1.5%
CCCNc1oc(-c2cccc3ccccc23)nc1C#N	-8	3.3%
O=C(COC(=O)c1ccc(O)cc1)Nc1ccc(OC(F)F)cc1	-16	-2.3%
COC(=O)c1cc2c(ccn2-c2ccc(F)cc2)n1Cc1ccc(OC)cc1	2	1.1%
COc1cc(NC(=S)N2CCN(c3ccccn3)CC2)c(OC)cc1Cl	5	8.0%
COc1ccc(OCc2nnc(SCC(N)=O)n2N)cc1	x	1.4%
COc1ccc(Cc2n[nH]c(=S)n2-c2ccc3c(c2)OCCO3)cc1	8	2.0%
Other records
SMILES	Mtb RmlCD inh	M. tuberculosis GlmU
CCOC(=O)N1CCN(C(=O)CS(=O)(=O)c2cn(Cc3ccc(Cl)cc3)c3ccccc23)CC1	-6	-1.7%
CCCC(c1nnnn1CCc1ccccc1)N1CCC(C(N)=O)CC1 (centres undefined)	x	-7.0%
CN(C1CCCCC1)S(=O)(=O)c1ccc(S(=O)(=O)N2CCN(C(=O)c3ccccc3F)CC2)cc1	x	-2.6%
O=C1NC(=O)N(Cc2ccccc2)C(=O)/C1=C\N1CCCc2ccccc21	-13	0.4%
Cc1c(Cl)cccc1N1C(=O)CC(N(O)c2ccccc2)C1=O (centres undefined)	-8	1.7%
COc1ccc(C(=O)Nc2cccc(N(C)S(C)(=O)=O)c2)cc1OC	-3	-0.1%
COc1ccc(/C=C/c2nnc(NC(=O)C(C)C)s2)cc1	2	1.1%
O=C(Cc1ccccc1)N1CCN(C2CCCCCC2)CC1	x	-2.5%
CCOC(=O)C1CCN(C(=O)c2cccs2)CC1	12	1.5%
CCOC(=O)Cc1nnc(Nc2cccc(O)c2)c2ccccc12	108	-0.6%
Cn1c(SCC(=O)N2CCOCC2)nc2cccnc21	-5	-5.5%
Cc1nc2nc(COc3ccccc3)[nH]n2c(=O)c1Cc1ccccc1	-2	-4.9%
CCOC(=O)C(CC)/C(C)=N\NC(=O)c1ccccc1O (centres undefined)	3	0.7%
Cc1cccc2nc(CSc3ccccc3N)cn12	x	7.5%
Nc1ccc2c(c1)Cc1cc([N+](=O)[O-])ccc1-2	3	4.0%
CSc1ccc(Cl)c(C(=O)OCC(=O)N(C)CCC#N)c1	2	7.6%
CC12CCC(c3c(C(=O)O)nn(-c4ccc(F)cc4)c31)C2(C)C (centres undefined)	x	-0.6%
CC(C)(C)n1nnnc1C(c1ccc(C(F)(F)F)cc1)N(Cc1ccc(F)cc1)Cc1ccco1 (centres undefined)	x	1.2%
CC1CCCCC1NC(=O)CCCCCn1c(=S)[nH]c2ccccc2c1=O (centres undefined)	3	-7.3%
COc1ccc2oc(=O)c(/C(C)=N/Nc3ccccc3)cc2c1	6	5.2%
O=C(Nc1cccc2ccccc12)N1CCC2(CC1)OCCO2	4	0.7%
COC(=O)CC1SC(=O)NC1=Nc1cccc(C)c1 (centres undefined)	37	7.0%
